# RGS7-Gao: regulators of human RGS7-Galphao interaction; P09471; Multiplexed bead flow cytometry, RGS7-Galphao binding; actives lie on both sides; binding response (% of control), % at 10 µM; actives 0.35% (n = 220,000); AID 1439; in the data active means binding response below about 49% or above about 150%; inconclusive means no clear call, values can overlap the other calls; inactive means in between;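 further: fluorescent Galphao held in activated GDP-AlF4 state binding bead-coupled RGS7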
# Avidin bead fluor: compound fluoresces at 488/530 nm on avidin beads. compound fluorescence 488/530 nm, flow cytometry; hits give high values. fluorescence (KMESF) at 10 µM. actives 0.38% (n = 220,000). AID 1775; in the data active means fluorescence above about 47; further: inactives centre near 10
# Mcl1-Noxa inh: Mcl-1/Noxa interaction inhibition | AID 1022 | actives 1.5% (n = 220,000) | inhibition, % at 21.7 µM | Q07820 | TR-FRET Mcl-1/Noxa peptide binding, 2 h;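 active means compounds that cut the protein-peptide binding signal by more than 50% relative to plate controls in a single-dose test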;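 further: His-tagged Mcl-1 with rhodamine Noxa BH3 peptide and terbium anti-His antibody; 0% = Mcl-1 plus Noxa peptide wells and 100% = peptide-only wells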
# ABCG2 inh: human ABCG2 inhibition, ABCB1 as counter-screen | IgMXP3 cells, JC-1 efflux, flow cytometry | inhibition, % at 6.6 µM | actives 0.1% (n = 190,000) | AID 1325;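 active means inhibition above 80%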;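 further: 0% = DMSO and 100% = nicardipine control wells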
#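 test system = two drug-resistant human cell lines, ABCG2 and ABCB1 | amount = 3 million cells/mL final, two lines in 1:1 ratio | reagent = JC-1 transporter substrate | doses = one concentration, 6.6 µM final | incubation = 10 min at 25 °C | signal = flow cytometric JC-1 green MFI at 530 nm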
# RGS4-Gao reg: human RGS4-Galphao interaction regulation; P09471; Multiplexed bead flow cytometry, RGS4-Galphao binding; actives lie on both sides; binding response (% of control), % at 10 µM; actives 0.33% (n = 220,000); in the data active means binding response below about 49% or above about 150%; inactive means in between;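 further: fluorescent Galphao activated with aluminum fluoride binding bead-coupled RGS4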
# GSH fluor: GSH bead compound fluorescence profile. AID 1776. actives 0.25% (n = 190,000). GSH beads flow cytometry, compound fluorescence 488/530 nm; hits give high values. fluorescence (KMESF) at 10 µM; in the data active means fluorescence above about 89;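 further: glutathione beads carrying GST-tagged Bcl family fusion proteins plus one bare bead set; values are compound well signal with DMSO vehicle wells as background; inactives centre near 16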
# Mcl1 Bid PPI: Mcl-1/Bid interaction inhibition; TR-FRET Mcl-1/Bid-Dy647 peptide binding, 1536-well; inhibition, % at 21.7 µM; actives 0.97% (n = 220,000);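 active means compounds that cut the binding signal by more than half at the single screening dose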;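 further: His-tagged Mcl-1 with europium anti-His antibody binding Bid BH3 peptide; 0% = Mcl-1 plus peptide wells and 100% = peptide-only wells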
# Bim-Mcl-1: human Bim-Mcl-1 interaction inhibition; Bead-based flow cytometry, Bim peptide-Mcl-1 binding; inhibition, % at 10 µM; actives 0.1% (n = 190,000); Q07820; in the data active means inhibition above about 40%;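 further: 0% = no compound tracer wells and 100% = peptide blocker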
# ABCB1 inh: inhibitors of human ABCB1 transporter, ABCG2 counter-screen | P08183 | CCRF-Adr cells, JC-1 efflux, flow cytometry | inhibition, % at 6.6 µM | actives 0.067% (n = 190,000); in the data active means inhibition above about 40%;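 further: 0% = vehicle and 100% = reference inhibitor; higher value means more JC-1 retained so stronger ABCB1 efflux block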
# Target sequence (P08183 whole entry, looked up): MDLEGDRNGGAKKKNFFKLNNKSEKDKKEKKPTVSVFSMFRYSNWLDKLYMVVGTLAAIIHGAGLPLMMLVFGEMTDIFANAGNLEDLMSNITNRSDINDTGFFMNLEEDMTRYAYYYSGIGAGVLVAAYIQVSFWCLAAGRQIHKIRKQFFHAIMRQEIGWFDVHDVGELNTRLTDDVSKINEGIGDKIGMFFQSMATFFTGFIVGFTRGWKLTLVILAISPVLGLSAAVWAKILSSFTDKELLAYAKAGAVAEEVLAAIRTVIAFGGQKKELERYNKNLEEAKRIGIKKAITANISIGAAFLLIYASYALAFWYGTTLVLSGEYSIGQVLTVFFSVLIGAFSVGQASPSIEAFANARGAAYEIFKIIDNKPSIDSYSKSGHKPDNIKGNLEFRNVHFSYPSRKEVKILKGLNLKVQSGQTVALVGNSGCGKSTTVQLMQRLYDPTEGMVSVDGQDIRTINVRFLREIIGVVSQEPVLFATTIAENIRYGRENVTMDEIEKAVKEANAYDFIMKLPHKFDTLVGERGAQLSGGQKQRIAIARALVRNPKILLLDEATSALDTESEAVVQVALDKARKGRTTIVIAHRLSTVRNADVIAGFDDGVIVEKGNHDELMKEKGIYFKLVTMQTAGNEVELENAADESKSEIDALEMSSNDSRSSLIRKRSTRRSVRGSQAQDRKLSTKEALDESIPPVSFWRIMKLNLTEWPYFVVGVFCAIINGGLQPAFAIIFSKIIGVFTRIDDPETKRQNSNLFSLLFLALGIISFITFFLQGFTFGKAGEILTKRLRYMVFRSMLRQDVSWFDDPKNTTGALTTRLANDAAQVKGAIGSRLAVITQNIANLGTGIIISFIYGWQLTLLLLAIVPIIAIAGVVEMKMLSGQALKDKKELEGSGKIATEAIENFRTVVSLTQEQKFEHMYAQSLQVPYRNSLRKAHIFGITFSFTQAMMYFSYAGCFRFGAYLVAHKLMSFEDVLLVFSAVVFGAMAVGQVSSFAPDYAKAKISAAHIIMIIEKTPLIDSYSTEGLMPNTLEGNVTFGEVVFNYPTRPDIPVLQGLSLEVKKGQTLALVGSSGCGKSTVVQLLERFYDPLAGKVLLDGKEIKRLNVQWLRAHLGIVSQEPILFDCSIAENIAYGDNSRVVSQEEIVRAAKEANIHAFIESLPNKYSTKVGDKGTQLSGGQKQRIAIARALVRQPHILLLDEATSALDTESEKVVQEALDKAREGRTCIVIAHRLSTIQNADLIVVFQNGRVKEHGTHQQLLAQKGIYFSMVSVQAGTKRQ
# RGS8-Gao reg: regulators of human RGS8-Galphao interaction; multiplexed bead flow cytometry, RGS8-Galphao binding; actives lie on both sides; response (percent of control binding), % at 10 µM; actives 0.34% (n = 220,000); AID 1423; in the data active means response below about 60% or above about 140%; inactive means in between;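 further: Galphao activated as the GDP aluminium fluoride complex binding bead-coupled RGS8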
# Pf gametocyte: kills late stage P. falciparum gametocytes. P. falciparum stage V gametocytes, ATP luminescence, 24 h. inhibition, % at 10.9 µM. actives 0.065% (n = 150,000). AID 743093;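 active means inhibition above the mean plus 3 SD of compounds within the control limits, set per campaign, cut at about 38% in these data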;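 further: 0% = DMSO wells and 100% = medium only without gametocytes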
# Numbers without * were called inactive; ? = inconclusive; nt = no result given.
structure	RGS4-Gao reg	GSH fluor	Mcl1 Bid PPI	RGS8-Gao reg	ABCB1 inh	Pf gametocyte	Bim-Mcl-1	Avidin bead fluor	ABCG2 inh	Mcl1-Noxa inh	RGS7-Gao
CNC(=O)CC1C(=O)N(C)C(=S)N1NC(=O)c1ccc(Cl)cc1 (stereo unspecified)	100	20	-7	103	0.1	24	0	37	2	6	104
O=C(c1sc2ccccc2c1Cl)N1CCN(c2ccc(F)cc2)CC1	100	18	-30	102	0.0	-8	0	12	0	25	99
NC(=S)N/N=C\c1ccccc1OCc1ccccc1	96	9	-81	99	-0.4	-7	-5	3	-1	17	99
CCOc1ccccc1NC(=S)Nc1ncccc1C	99	10	-11	103	0.2	16	-8	24	56	21	98
C/C(=N/NC(=O)c1ccc(Br)o1)c1ccncc1	103	21	-50	100	0.1	-17	-9	12	8	-11	98
Cc1cc(Cl)ccc1NC(=O)CCC(=O)N/N=C/c1cc([N+](=O)[O-])ccc1O	85	14	-21	89	1.0	-10	0	10	8	-11	80
Cc1cc(C)n2nc(SCC(=O)N(C)c3ccccc3)nc2n1	101	22	-29	97	0.6	nt	-5	12	4	5	103
O=C(CCN1CCN(CCO)CC1)Nc1ccc(OCc2ccccc2)cc1	96	34	55*	100	-0.2	20	-1	10	-3	47	95
COc1ccc(-c2nc3c4ccccc4[nH]c(=O)n3n2)cc1	112	24	-40	114	-0.4	16	-2	16	36	8	110
CCOc1ccc(NC(=O)Cn2nnc(-c3ccccc3NC(=O)C3CC3)n2)cc1	101	32	-7	104	0.8	-2	0	10	18	-5	103
COc1cccc(NC(=O)C2C3CC4OC(=O)C2C4C3)c1 (stereo unspecified)	102	20	-5	99	0.7	3	-2	9	5	-9	99
CNC(=O)c1c(NC(=O)c2ccc(N3C(=O)CCC3=O)cc2)sc2c1CCCC2	103	18	-11	102	-0.2	nt	0	6	0	21	102
COc1ccc(-c2nn(-c3ccccc3)cc2/C=C/C(=O)OCC(=O)Nc2cccc(C#N)c2)cc1	101	10	-8	101	0.7	12	-5	17	1	-10	100
Nc1nnn(CC(=O)N/N=C/c2ccc(Cl)cc2Cl)n1	102	nt	-13	99	nt	10	nt	9	nt	7	?
CC(C)(C)c1ccc(OCC(=O)NC2CCS(=O)(=O)C2)cc1 (stereo unspecified)	102	29	-34	102	0.1	8	-2	12	0	nt	100
OC(CCN1CCCC1)(c1ccccc1)C1CCCCC1 (stereo unspecified)	99	21	4	99	0.6	nt	-2	11	2	21	100
CCCn1c2ccccc2c2nnc(SCC(=O)Nc3ncccn3)nc21	86	6	-28	91	0.3	0	2	9	1	13	85
Cc1ccn2c(NCc3ccccc3)c(-c3cccs3)nc2c1	99	19	-29	96	1.1	13	-1	9	9	12	92
Cc1cc(C)cc(NC(=O)CCN2CCCC2)c1	101	11	-31	98	0.5	7	-1	10	1	11	105
COC(=O)c1cccc(NC(=O)c2ccc(S(=O)(=O)N3CCN(C)CC3)cc2)c1	109	10	-3	105	1.4	-13	-1	17	7	8	108
c1ccc(-c2nnc3n2CCCC3)cc1	100	25	-36	101	2.5	2	1	7	11	-1	98
CCN(c1ccccc1)S(=O)(=O)c1ccc(Cl)c(C(=O)NCC2CCCO2)c1 (stereo unspecified)	102	16	11	101	0.6	2	-3	7	4	0	102
O=c1oc2cc(Br)ccc2n1CSC1=NCCS1	97	56	-3	98	0.8	-51	-2	5	3	5	98
CS(=O)(=O)N(CC(=O)N1CCCC1)c1cc(Cl)c(Cl)cc1Cl	99	17	-27	95	-0.2	nt	-3	2	-1	-19	99
O=C(COC(=O)c1ccc[nH]c1=O)NC1CCCCCC1	100	12	-17	99	0.4	-1	-2	10	4	8	?
CN(C)C(=O)c1nnsc1Sc1ccc(Cl)cc1	103	11	-2	103	0.1	-6	-1	11	-1	2	101
COc1ccc(NS(=O)(=O)c2cccc3cccnc23)cc1	104	15	-6	104	0.2	nt	-5	6	0	6	105
COc1ccc(OC)c(C2=Nn3c(nnc3-c3cccc(OC(C)C)c3)SC2)c1	81	26	9	89	4.1	10	2	5	13	6	82
O=C1c2ccc(Br)cc2C(=O)N1c1ccc(Cc2ccncc2)cc1	100	13	-4	104	0.3	5	-3	12	1	0	101
CCCCSCc1nc2ccccn2c1Br	101	15	-16	99	0.1	nt	0	12	2	-6	100
OC(CNCc1ccccc1Cl)C(F)(F)F (stereo unspecified)	98	12	-25	99	0.8	nt	0	6	3	12	98
Cc1ccc(/C=N\NC(=O)/C(=C\Nc2nccc(C)n2)NC(=O)c2ccccc2)cc1	97	nt	-73	96	nt	-20	nt	8	nt	13	?
CCOC(=O)C1CCCn2c1nc1sc3c(c1c2=O)CCCC3 (stereo unspecified)	103	31	-40	100	0.9	nt	1	13	3	1	101
c1ccc2c(c1)Cn1c-2nc2ccccc21	104	16	4	102	1.0	-6	-1	35	6	6	102
Cc1ccccc1NC1=NC(C)(C)N=C(N)N1	95	23	-9	93	0.5	nt	0	9	1	7	80
CN1CCn2c1nc(N1CCOCC1)nc2=O	100	16	-17	99	0.6	nt	-1	15	2	6	98
CCN(CC)c1ccc(NC(=O)c2ccco2)c(C)c1	99	19	-41	96	-0.3	16	-3	8	0	nt	100
Cc1ccc(CSc2nnc(-c3ccccn3)n2C)cc1	99	39	-20	100	-0.4	9	-3	13	11	-7	101
CC(=O)N1CCN(c2cc(N3CCCC3)c(F)cc2[N+](=O)[O-])CC1	98	28	-51	113	0.8	6	1	7	5	-2	99
O=C(N/N=C/c1cccc([N+](=O)[O-])c1)c1ccc(Br)cc1	103	11	4	103	0.7	-17	-3	10	7	32	101
COc1ccc(S(=O)(=O)Nc2ccc(NC(C)=O)cc2)cc1OC	100	33	-19	97	0.0	nt	-2	17	0	2	101
COCC(C)NC(=O)/C(=C/c1ccccc1)c1ccccc1 (stereo unspecified)	91	18	-11	101	0.1	nt	-4	8	1	8	?
O=C(/C=C/c1cccc([N+](=O)[O-])c1)Nc1cccc(NC(=O)c2ccco2)c1	108	10	4	123	0.3	3	0	8	-6	11	114
O=S(=O)(Nc1cccc(Oc2cnccn2)c1)c1ccc(F)cc1	100	14	-18	101	0.7	nt	2	11	5	15	101
O=C(COC(=O)c1cncc(Br)c1)NCc1ccc2c(c1)OCO2	100	12	-22	101	0.8	-3	0	12	9	15	?
CCC[N+](CC#Cc1ccccc1)(CCC)CC(=O)OCC	104	8	-23	101	0.5	-14	-2	3	1	1	107
CCOc1ccc(NC(=O)CSc2nnc(C3CC3)n2C)cc1	101	25	-11	103	0.3	-37	0	9	1	10	100
CCOC(=O)c1ccc(N/C=C2/CCCC(C)C2=O)cc1 (stereo unspecified)	92	9	-64	101	0.0	nt	0	9	0	-19	97
COc1ccccc1NC(=O)Nc1ccc2c(c1)nc(C)n2C	107	13	-3	116	0.1	1	0	10	0	14	106
CCOC(=O)c1c(NC(=O)CSc2nnc(-c3c[nH]c4ccccc34)n2CCOC)sc2c1CCCC2	106	15	6	106	1.2	nt	-1	7	10	9	106

# Continued:
structure	RGS4-Gao reg	GSH fluor	Mcl1 Bid PPI	RGS8-Gao reg	ABCB1 inh	Pf gametocyte	Bim-Mcl-1	Avidin bead fluor	ABCG2 inh	Mcl1-Noxa inh	RGS7-Gao
Cc1cc(C(=O)N/N=C2\CC(=O)CC(C)(C)C2)n[nH]1	98	9	-102	99	-0.1	nt	1	10	-1	-3	100
Cc1ccc(C(=O)CNc2ccc(C)c(Cl)c2)cc1	101	6	-21	104	0.4	19	-1	2	2	3	102
Cc1csc(C(=O)NN)c1N(C)C	93	nt	-38	95	nt	14	nt	7	nt	26	?
COc1cccc(CC(=O)N2CCN(c3ccccc3[N+](=O)[O-])CC2)c1	108	14	-2	102	0.7	-18	3	15	2	8	107
CC(=O)OC1c2ccccc2C(=O)N1Cc1ccccc1Cl (stereo unspecified)	100	21	-8	100	0.3	nt	-1	11	1	0	102
Cc1ccc(-n2[nH]c(C)c(C=Nc3ccc(Br)cn3)c2=O)cc1	101	70	0	100	-1.4	-24	nt	7	10	10	100
CC(=O)c1ccc(NC(=O)N2CCN(c3ccc(C)cc3)C(C)C2)cc1 (stereo unspecified)	97	19	-39	92	1.4	-27	0	5	12	25	96
Cn1c(=O)c2c(SCc3ccccn3)nc(C3CC3)nc2n(C)c1=O	93	26	-15	98	2.8	nt	-2	6	6	10	98
CN(C)S(=O)(=O)c1ccc(C(=O)OCC(=O)NC(=O)NCc2ccccc2)cc1	103	29	-3	109	0.3	17	-4	10	2	-5	102
CC1(C)CC(=O)C2=C(C1)NC(SCC(=O)Nc1ccccc1)=C(C#N)C2c1ccco1 (stereo unspecified)	99	28	-17	100	0.9	-26	1	29	5	18	99
CC(=O)Nc1cccc(N/C(N)=N/c2nc(C)cc(C)n2)c1	102	11	-28	105	-0.2	-2	4	12	0	-1	100
Cc1nn(C)c(C)c1C1C(C#N)=C(N)OC2=C1C(=O)CC(C)(C)C2 (stereo unspecified)	102	21	-5	103	0.9	20	-2	17	19	19	104
CC1(C)CC2CC(C)(CN2S(=O)(=O)c2ccc(N)cc2)C1 (stereo unspecified)	100	20	10	103	0.2	9	-1	35	1	19	102
CC(C)c1nccn1S(=O)(=O)c1cccc([N+](=O)[O-])c1	104	8	-8	95	nt	nt	-5	8	2	9	98
O=C(O)CCC(=O)Nc1ccc(Oc2ncnc3cc(Cl)ccc23)nc1	102	nt	-10	101	nt	7	nt	6	nt	13	?
CSc1sccc1/C=N/O	93	nt	-42	97	nt	6	nt	7	nt	-2	?
COCc1cc(Sc2ccc(OC)cc2)nc(-c2ccccc2)n1	90	10	0	99	-0.4	-14	0	22	2	1	92
CCN(CC)C(=O)c1sc(NC(=O)c2ccoc2C)c(C(=O)OC)c1C	99	36	2	103	2.1	nt	-5	10	17	31	104
O=C(N/N=C/c1ccc(F)cc1)c1cc(-c2ccco2)nc2ccccc12	58	12	98*	82	-0.8	nt	-1	9	-2	104*	57
Cc1ccc2c(c1)N(CC(=O)NCc1ccco1)C(=O)C(C(C)C)O2 (stereo unspecified)	96	nt	-69	98	nt	-4	nt	9	nt	-5	?

# Exported with two lines to a compound: part of the list above
# Second line of a record: RGS4-Gao reg	GSH fluor	Mcl1 Bid PPI	RGS8-Gao reg	ABCB1 inh	Pf gametocyte	Bim-Mcl-1	Avidin bead fluor	ABCG2 inh	Mcl1-Noxa inh	RGS7-Gao
- COc1ccc(-c2nn(-c3ccccc3)cc2/C=C/C(=O)OCC(=O)Nc2cccc(C#N)c2)cc1
    101	10	-8	101	0.7	12	-5	17	1	-10	100
- Nc1nnn(CC(=O)N/N=C/c2ccc(Cl)cc2Cl)n1
    102	nt	-13	99	nt	10	nt	9	nt	7	?
